Compound activity (PubChem BioAssay)
DENV2 CPE: protects cells from dengue virus 2 cytopathic effect. DENV2-infected cells, cytopathic effect rescue, plate reader. actives 1.7% (n = 350,000). AID 651640. CPE inhibition, % at 9.99 µM; in the data active means CPE inhibition above about 20%, passing the limit was not always enough; inconclusive means no clear call, values can overlap the other calls; tested in BHK-21 cells;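 further: 0% = median of neutral control wells and 100% = median of positive control wells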
INS-1E GSIS act: primary screen for activators of insulin secretion dependent on glucose, INS-1E cells, GLuc reporter luminescence. INS-1E GLuc reporter insulin secretion, 2-3 h. actives 0.61% (n = 370,000). activation, % at 16.6 µM. AID 743287;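 active means lowest replicate activation of at least 40%, so every replicate reaches that level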;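 further: 0% = median of neutral control wells and 100% = median of IBMX positive control wells; some compounds called inactive have numbers as strong as hits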
F508del corr: correctors of CFTR F508del function in bronchial epithelial cells | actives 0.36% (n = 350,000) | CFBE cells, YFP halide quenching; stimulated with forskolin plus potentiator P3; % fluorescence drop versus neutral controls | AID 720511 | activity (quench increase), % at 7.58 µM;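 active means mean added fluorescence quench of at least 8% versus neutral control, with both replicates also reaching 8%; inconclusive means only one of the mean or replicate conditions met; inactive means mean below 8% and not both replicates reaching 8%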;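 further: cells transiently co-express mutant CFTR-F508del with the halide-sensitive YFP; corrector assay measuring rescue of mutant channel to the surface after 24 h compound exposure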
EWS-Fli inh: inhibitors of EWS/Fli oncoprotein transcriptional activity; A673 NR0B1-luciferase reporter, viability-normalised; actives 0.67% (n = 350,000); inhibition, % at 12.6 µM;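 active means mean inhibition of at least 50% after viability correction, with every replicate also passing that limit; inconclusive means mean reaches 50% but only one of two replicates passes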;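 further: firefly luciferase signal divided by Alamar Blue viability fluorescence both relative to DMSO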
ERp5 block: ERp5 (human) disulfide isomerase inhibition; Q15084; ERp5 insulin aggregation, absorbance 650 nm, 90 min; inhibition, % at 9.99 µM; actives 0.05% (n = 350,000);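 active means mean replicate inhibition above about 25%, with every replicate also reaching it, limit read from the data, passing the limit was not always enough; inconclusive means only one of those two criteria met; inactive means neither criterion met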
Target sequence (Q15084 whole entry, looked up): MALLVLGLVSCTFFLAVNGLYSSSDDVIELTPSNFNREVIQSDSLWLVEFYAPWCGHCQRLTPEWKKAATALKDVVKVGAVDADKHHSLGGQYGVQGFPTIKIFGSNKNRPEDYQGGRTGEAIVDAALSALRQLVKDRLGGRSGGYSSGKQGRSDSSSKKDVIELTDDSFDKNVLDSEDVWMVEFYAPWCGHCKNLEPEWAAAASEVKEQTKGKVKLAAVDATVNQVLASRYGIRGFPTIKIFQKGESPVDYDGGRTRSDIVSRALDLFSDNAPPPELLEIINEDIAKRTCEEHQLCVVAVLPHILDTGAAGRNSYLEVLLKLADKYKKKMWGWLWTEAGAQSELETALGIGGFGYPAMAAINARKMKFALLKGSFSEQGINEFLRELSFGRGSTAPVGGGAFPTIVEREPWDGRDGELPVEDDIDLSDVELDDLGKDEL
PAX8 inh HTS: lowers PAX8-driven luciferase in RMG-I cells; RMG-I TPO-luciferase reporter, SteadyGlo, 24 h; inhibition, % at 12.6 µM; actives 1.2% (n = 360,000); AID 652154;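 active means mean replicate inhibition at least 60% with every replicate also reaching 60%; inconclusive means only one of the two criteria is met; inactive means mean below 60% and not all replicates reaching 60%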;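 further: luciferase light reporting Pax8 driven TPO promoter activity; plate controls were median of neutral control wells for no effect and mitoxantrone controls for full effect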
ARNT TACC3 PPI: ARNT/TACC3 interaction disruption; actives 0.66% (n = 390,000); inhibition, % at 9.99 µM; AlphaScreen His-ARNT PAS-B/GST-TACC3 binding, luminescence; TACC3 fragment carries E629A point mutation;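 active means mean inhibition of replicates at least 50% and at least half of replicates each reaching 50%; inconclusive means half or more replicates reach 50% but mean below 50%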;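 further: 0% = complete ARNT plus TACC3 wells and 100% = ARNT alone without TACC3; many hits fall short of the cut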
XiGFP reactiv: activators of X-chromosome reactivation in mouse fibroblasts | activation, % at 7.58 µM | XiGFP mouse fibroblasts, % GFP-positive cells imaging, 3 d; cells co-treated with 5-aza-dC sensitizer; scaled so ellipticine positive control = 100% | actives 0.055% (n = 360,000) | AID 743238;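 active means mean normalized replicate activation at least 10% and every replicate at or above 10%; inconclusive means only one of the two criteria met; inactive means mean below 10% and not all replicates reach 10%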;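 further: 0% = median of on-plate neutral control wells and 100% = ellipticine 6 µM median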
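Material: XiGFP fibroblasts, SV40-immortalized. Buffer or medium: DMEM plus 5-aza-dC sensitizer. Compound: single concentration per compound, delivered by pin transfer. Times: 3 days compound exposure. Controls: ellipticine 6 µM.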
The depositor's hits bear a star. Not a hit list (roughly 4.2% active in at least one column).

Screening O=C(CC1C[C@H](C(=O)N2CCCCC2)[C@@]2(CCc3ccccc3)c3[nH]c4ccccc4c3CCN2C1=O)NCc1cccc(C(F)(F)F)c1 (stereo partly drawn) returned DENV2 CPE 4.9, INS-1E GSIS act -0.5, F508del corr 4.7, EWS-Fli inh 0.3, ERp5 block -3.8, PAX8 inh HTS -18.0, ARNT TACC3 PPI 2.0 and XiGFP reactiv -0.1.
For COc1ccc2[nH]c3c(c2c1)CCN1C(=O)C(CC(=O)NCCCN(C)C)C[C@H](C(=O)N2CCCCC2)[C@@]31CCc1ccccc1 (stereo partly drawn) the results were DENV2 CPE 10.2, INS-1E GSIS act 7.9, F508del corr 0.0, EWS-Fli inh -4.3, ERp5 block -0.6, PAX8 inh HTS -8.8, ARNT TACC3 PPI 3.4 and XiGFP reactiv 0.0.
O=S(=O)(NC1CCCC1)c1ccc(S(=O)(=O)N(Cc2cccs2)CC2CCCO2)cc1 (stereo not drawn) was read as DENV2 CPE 10.0, INS-1E GSIS act -16.3, F508del corr -0.2, EWS-Fli inh 9.9, ERp5 block 7.7 and ARNT TACC3 PPI 18.8.
Screening CC(C)NC(=O)NCC[C@@H]1CC[C@H](NS(=O)(=O)c2ccc(Oc3ccccc3)cc2)[C@H](CO)O1 returned DENV2 CPE 1.9, INS-1E GSIS act -19.0, F508del corr -0.6, EWS-Fli inh 2.5, ERp5 block 1.1, PAX8 inh HTS -3.7, ARNT TACC3 PPI -2.0 and XiGFP reactiv 0.0.
For CCOC(=O)C1=C(O)/C(=C\c2ccc(O)c(OCC)c2)N=C1C the results were DENV2 CPE 8.7, INS-1E GSIS act -5.6, F508del corr 0.2, EWS-Fli inh -1.1, ERp5 block -0.4, PAX8 inh HTS 4.3, ARNT TACC3 PPI 1.8 and XiGFP reactiv -0.1.
`Cc1cc(NC(=O)c2ccccc2)n(-c2ccccc2)n1` gave DENV2 CPE 2.4, F508del corr -2.2, EWS-Fli inh -0.4, ERp5 block 5.3, PAX8 inh HTS -5.7, ARNT TACC3 PPI -5.2 and XiGFP reactiv 0.0.
`COc1cc(C(CCN2CCCC2)c2c(OC)cc(OC)c3ccc(=O)oc23)cc(OC)c1OC` (stereo not drawn) gave F508del corr -3.3, EWS-Fli inh -5.6, ERp5 block 3.1, PAX8 inh HTS 6.7, ARNT TACC3 PPI 7.2 and XiGFP reactiv -0.1.
For COc1ccc(C(=O)OCCc2cc3ccccc3c(=O)o2)cc1 the results were DENV2 CPE 2.2, INS-1E GSIS act 3.7, F508del corr 3.7, EWS-Fli inh 1.5, ERp5 block -0.3, PAX8 inh HTS -8.4, ARNT TACC3 PPI -3.2 and XiGFP reactiv 0.2.
Screening Cc1c(Cl)cccc1NC(=S)NCc1ccccc1Cl returned INS-1E GSIS act -27.5, PAX8 inh HTS -5.1, ARNT TACC3 PPI 1.7 and XiGFP reactiv 0.5.
`Cc1cc(NC(=O)CCC(=O)N(c2ccccc2F)C(C(=O)NC2CCCC2)c2ccccc2)no1` (stereo not drawn) gave DENV2 CPE 1.3, INS-1E GSIS act -2.9, F508del corr -1.3, EWS-Fli inh 7.6, ERp5 block 2.3, PAX8 inh HTS 8.3, ARNT TACC3 PPI -1.2 and XiGFP reactiv 0.1.
`C=CCOc1ccc(/C=C/C(=O)OCC(=O)NNC(=O)c2ccccc2F)cc1` gave DENV2 CPE 12.2, INS-1E GSIS act 1.4, F508del corr -4.2, EWS-Fli inh 2.0, ERp5 block -3.3, PAX8 inh HTS -7.7, ARNT TACC3 PPI -4.6 and XiGFP reactiv 0.1.
Screening O=C(Nc1cccc(S(=O)(=O)C(F)(F)F)c1)[C@H]1C[C@H](O)[C@@H](CO)O1 returned DENV2 CPE 12.0, INS-1E GSIS act 8.2, F508del corr 1.8, EWS-Fli inh -6.5, ERp5 block -2.7, PAX8 inh HTS 14.9 and XiGFP reactiv -0.1.
CCCN(C)C[C@H]1Oc2ncc(C#CC3(O)CCCC3)cc2C(=O)N([C@H](C)CO)C[C@H]1C was read as DENV2 CPE 26.8*, INS-1E GSIS act 16.4, F508del corr 0.3, EWS-Fli inh -7.4, ERp5 block -2.7, ARNT TACC3 PPI -5.5 and XiGFP reactiv -0.1.
For Cc1ccc(Cn2nc(C)c(C(=O)N3CCN(S(=O)(=O)/C=C/c4ccccc4)CC3)c2C)cc1 the results were DENV2 CPE -4.8, F508del corr -3.2, EWS-Fli inh 10.2, ERp5 block -2.0, PAX8 inh HTS 11.1 and XiGFP reactiv 0.1.
Screening CN(C)C1=NC[C@H](Cc2ccccc2)N1CCc1cccc(F)c1 returned DENV2 CPE -19.9, F508del corr -0.2, EWS-Fli inh -12.1, ERp5 block 0.6, PAX8 inh HTS -10.1, ARNT TACC3 PPI 2.9 and XiGFP reactiv 0.2.
CCN1CCN(CCC(=O)Nc2ccccc2OC)CC1 was read as DENV2 CPE 4.7, INS-1E GSIS act 0.6, F508del corr -2.3, EWS-Fli inh -2.8, ERp5 block 2.4 and ARNT TACC3 PPI -10.7.
Screening Cc1noc(C)c1C(=O)N1CCN(S(=O)(=O)c2cccc(Cl)c2Cl)CC1 returned INS-1E GSIS act 3.5, F508del corr 3.6, EWS-Fli inh -4.2, ERp5 block 8.6, PAX8 inh HTS 5.2, ARNT TACC3 PPI 20.9 and XiGFP reactiv 0.2.
For Cc1ccccc1-c1csc(C(O)c2ccc(F)c(F)c2)n1 (stereo not drawn) the results were DENV2 CPE -27.2, INS-1E GSIS act -17.6, F508del corr 1.5, EWS-Fli inh 0.7, ERp5 block -2.2, PAX8 inh HTS -14.4 and XiGFP reactiv -0.1.
Screening C(=N\Nc1nc(N2CCCCC2)nc(N2CCCCC2)n1)/c1c[nH]c2ccccc12 returned DENV2 CPE 0.0, INS-1E GSIS act 2.9, F508del corr -1.3, EWS-Fli inh 9.3, ERp5 block -1.4, PAX8 inh HTS 25.2 and XiGFP reactiv 0.0.
Screening Cc1ccc(C)c(NC(=O)C2(C)CCCN2C(=O)C(C)C)c1 (stereo not drawn) returned DENV2 CPE inconclusive, INS-1E GSIS act 0.3, F508del corr 0.8, EWS-Fli inh 4.9, ERp5 block -0.3, PAX8 inh HTS 14.6 and XiGFP reactiv 0.0.
`CC12CCC(C(=O)N3CCOCC3)([C@H](Br)C1=O)C2(C)C` (stereo partly drawn) gave DENV2 CPE -1.7, INS-1E GSIS act 6.5, F508del corr 0.5, EWS-Fli inh 5.5, ERp5 block 5.2, PAX8 inh HTS 9.3 and XiGFP reactiv 0.0.
Screening O=C(NNC(=O)C12CC3CC(CC(C3)C1)C2)[C@@H]1C[C@H]1c1ccccc1 returned DENV2 CPE 4.2, F508del corr -0.4, EWS-Fli inh -10.0, ERp5 block 5.7, PAX8 inh HTS -0.5, ARNT TACC3 PPI -4.1 and XiGFP reactiv 0.0.
Screening COc1ccc(NC(=O)c2ccc3c(c2)OCCO3)cc1OC returned DENV2 CPE 4.9, INS-1E GSIS act 9.1, F508del corr -1.9, EWS-Fli inh -43.4, ERp5 block -1.5, PAX8 inh HTS -104.0, ARNT TACC3 PPI 4.9 and XiGFP reactiv 0.0.
CCCC(C)NC(=O)c1ccc(OCc2ccc(Cl)cc2)c(OC)c1 (stereo not drawn) was read as DENV2 CPE -1.0, INS-1E GSIS act 1.7, F508del corr -0.6, EWS-Fli inh -4.0, ERp5 block -3.3, PAX8 inh HTS 35.4, ARNT TACC3 PPI -1.6 and XiGFP reactiv 0.0.
For O=C(C[C@@H]1CC[C@@H]2[C@H](COC[C@H](O)CN2Cc2ccccc2)O1)NCCCN1CCOCC1 the results were DENV2 CPE 9.6, INS-1E GSIS act 10.2, F508del corr -0.7, EWS-Fli inh -3.4, ERp5 block -0.1, PAX8 inh HTS -1.5, ARNT TACC3 PPI -6.5 and XiGFP reactiv 0.1.
For COc1cccc(-c2ccc(SCC(=O)NC3CCCCC3)nn2)c1 the results were DENV2 CPE -5.6, INS-1E GSIS act 0.5, F508del corr 1.9, EWS-Fli inh -13.5, ERp5 block 8.0, PAX8 inh HTS -2.8, ARNT TACC3 PPI 4.1 and XiGFP reactiv 0.1.
CC(C)CCNC(=O)c1cc(S(=O)(=O)N2CCC3(CC2)OCCO3)ccc1F was read as DENV2 CPE inconclusive, F508del corr -1.9, EWS-Fli inh 17.3, ERp5 block 2.9, PAX8 inh HTS -4.1 and XiGFP reactiv -0.1.
For COCCCNC(=O)C1CCN(C(=O)c2oc3cc4sc(N(C)C)nc4cc3c2C)CC1 the results were DENV2 CPE inconclusive, INS-1E GSIS act -0.9, F508del corr -1.0, ERp5 block 2.0, PAX8 inh HTS -101.2, ARNT TACC3 PPI -1.4 and XiGFP reactiv 0.1.
`CC(=O)OCC(=O)Nc1ccc([N+](=O)[O-])cc1Cl` gave DENV2 CPE -2.9, INS-1E GSIS act 13.7, F508del corr 1.8, EWS-Fli inh -8.4, ERp5 block 0.0, PAX8 inh HTS 1.3, ARNT TACC3 PPI 0.9 and XiGFP reactiv 0.1.
Cc1ccc(/C=C2/Sc3ccc(C(=O)NCc4ccccn4)cc3NC2=O)cc1 was read as DENV2 CPE 3.8, INS-1E GSIS act 9.1, F508del corr -0.9, ERp5 block 2.2, PAX8 inh HTS 13.0, ARNT TACC3 PPI -1.7 and XiGFP reactiv 0.1.
For CCN1CCN(c2cc(=O)n(C3CCCCC3)c(=O)[nH]2)CC1 the results were DENV2 CPE -9.3, INS-1E GSIS act 5.4, F508del corr -1.7, EWS-Fli inh -7.3, ERp5 block 3.1, PAX8 inh HTS 9.5, ARNT TACC3 PPI -5.1 and XiGFP reactiv 0.2.
Screening CCCC(C(=O)NC1CCCC1)N(C(=O)Cn1nnc(-c2ccc(C)o2)n1)c1ccccc1OC (stereo not drawn) returned DENV2 CPE 2.2, INS-1E GSIS act 8.4, F508del corr -0.2, EWS-Fli inh 1.2, ERp5 block 7.2 and ARNT TACC3 PPI -0.2.
For CCCc1nnc(NS(=O)(=O)c2ccc(OC)cc2)s1 the results were DENV2 CPE -1.0, INS-1E GSIS act 4.9, F508del corr 0.0, EWS-Fli inh 2.4, ERp5 block -2.4, PAX8 inh HTS 8.6, ARNT TACC3 PPI -14.2 and XiGFP reactiv 0.0.
`C[C@@H]1CN([C@H](C)CO)C(=O)c2cccc(NS(=O)(=O)c3ccc(F)cc3)c2O[C@@H]1CN(C)C(=O)Nc1ccccc1` gave DENV2 CPE 0.1, INS-1E GSIS act 7.2, F508del corr -0.1, EWS-Fli inh -14.4, ERp5 block 2.8, ARNT TACC3 PPI -8.3 and XiGFP reactiv -0.9.
Screening N#C[C@@H]1[C@H](c2ccccc2-c2ccccc2F)[C@H](CO)N1C(=O)Cc1ccccc1 returned DENV2 CPE -9.3, INS-1E GSIS act 4.8, F508del corr -1.0, EWS-Fli inh 0.4, ERp5 block 1.3 and XiGFP reactiv 0.0.

Retrieved one by one from above, 2 records:
For CCN1CCN(c2cc(=O)n(C3CCCCC3)c(=O)[nH]2)CC1 the results were DENV2 CPE -9.3, INS-1E GSIS act 5.4, F508del corr -1.7, EWS-Fli inh -7.3, ERp5 block 3.1, PAX8 inh HTS 9.5, ARNT TACC3 PPI -5.1 and XiGFP reactiv 0.2.
`C[C@@H]1CN([C@H](C)CO)C(=O)c2cccc(NS(=O)(=O)c3ccc(F)cc3)c2O[C@@H]1CN(C)C(=O)Nc1ccccc1` gave DENV2 CPE 0.1, INS-1E GSIS act 7.2, F508del corr -0.1, EWS-Fli inh -14.4, ERp5 block 2.8, ARNT TACC3 PPI -8.3 and XiGFP reactiv -0.9.
